# ELG1 repair inh: blocks ELG1-dependent DNA repair in HEK293T cells; HEK293T ELG1-luciferase reporter, luminescence, 16 h; DNA damage induced by 5-fluorouridine; Potency, µM (highest dose often 46.1 µM), without a hit: at the top dose activity change, negative = inhibition, hits mostly inhibitors; 330,000 tested, 2.3% active; AID 504467; note: potency is the fitted concentration of half-maximal effect; % is set by controls: 0 for no effect and ±100 for the full control effect; nearly all actives have a fitted effect of over 55% in size
#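 DMSO vehicle served as the neutral condition. Each well held 2,000 cells given 5-fluorouridine plus compound; after 16 hr at 37 °C/5% CO2, ONE-Glo was added and luciferase measured 30 min later.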
# Rab9 prom act: Rab9 promoter activation; Huh7 Rab9 promoter-luciferase reporter, luminescence, 24 h; Potency, µM (doses to about 9.22 µM), inactives show at the top dose activation, negative = inhibition, usual class: activators; 320,000 tested, 2.8% active; note: potency is the fitted concentration of half-maximal effect; % of control where 0% means no effect; nearly all actives have a fitted effect of over 60% in size
#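 Luminescence from Amplite-detected luciferase (10 minutes, ambient) reports Rab9 promoter activation. Before that, stable Rab9-luciferase Huh7 cells (1500/well, reduced-serum OP-MEM I plus 10% FBS) were exposed to compound for 24 hours at 37C.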
# PKM2 act: increases activity of human pyruvate kinase M2. purified PKM2, Kinase-Glo ATP luminescence, activation; response scale: 0% is enzyme alone, no compound. Potency, µM (series often up to 57.5 µM), without a hit: top-dose activation, actives largely listed as activators. AID 1631. 260,000 tested, 0.34% active. P14618; note: potency is the fitted concentration of half-maximal effect; % is set by controls: 0 for no effect and ±100 for the full control effect; nearly all actives have a fitted effect of over 55% in size
#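 hPK-M2, >95% pure; 0.1 mM ADP / 0.5 mM PEP final; imidazole pH7.2 buffer w/ 7 mM MgCl2, 50 mM KCl; 1 h RT; Kinase-Glo lum. Intermediate enzyme activity for dual inhibitor/activator qHTS.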
# KCNH2 3.1 inh: inhibitors of human KCNH2 3.1 potassium channel isoform; AID 720553; U2OS KCNH2 3.1, thallium flux FluxOr; hits give low values; activity change, % (tested at about 1.8 µM); 340,000 tested, 0.95% active;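 active = maximum activity change below -70%; inconclusive = maximum activity change from -70% to -50%; inactive = maximum activity change above -50%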;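 note: thallium influx rate constant from kinetic fluorescence after stimulation buffer; % is set by controls: 0 for no effect and ±100 for the full control effect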
#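 Thallium flux via FluxOr fluorescence (Red40 quencher, 45 min loading) in U2OS cells virally expressing the KCNH2 3.1 isoform (1.77 x 10^8 /mL virus, overnight at 37 C). Rate constants from 2-min kinetic reads post-stimulation, normalised to positive and negative controls.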
# Gal4-VP16 FLuc: counter-screen for ROR gamma inhibitors: Gal4-VP16 reporter; 310,000 tested, 3.5% active; Drosophila S2 Gal4-VP16 UAS-luciferase, luminescence, 20 h; Potency, µM (titrated, usually from 53.6 µM), inactives show top-dose activity, negative = inhibition, hits mostly inhibitors;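 note: Gal4-VP16 expression switched on by copper sulfate through the metallothionein promoter; potency is the fitted concentration of half-maximal effect; % is set by controls: 0 for no effect and ±100 for the full control effect; nearly all actives have a fitted effect of over 50% in size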
# FLuc counter: counter-screen for miR-21 project: firefly luciferase inhibitors or activators. Potency, µM (top dose mostly 57.5 µM), without a hit: at the highest dose activity change, negative = inhibition, usual class: inhibitors. AID 588342. 360,000 tested, 6.9% active. P08659. purified FLuc, Km substrates, luminescence inhibition;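 note: potency is the fitted concentration of half-maximal effect; plate controls were vehicle for no effect and reference inhibitor for full effect; nearly all actives have a fitted effect of over 55% in size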
#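 Biochemical qHTS of compounds, final roughly 60 µM downward over six points, against 10 nM purified firefly luciferase using Km concentrations of substrates (10 uM D-luciferin, 10 uM ATP) in Tris acetate pH 7.5 buffer; luminescence output.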
# RORg inh: ROR gamma (mouse) transcription inhibition; 310,000 tested, 5.4% active; P51450; Drosophila S2 Gal4-RORgamma UAS-luciferase reporter, 20 h; Potency, µM (top dose mostly 53.6 µM), inactives show at the highest dose activity change, negative = inhibition, actives largely listed as inhibitors; note: potency is the fitted concentration of half-maximal effect; % is set by controls: 0 for no effect and ±100 for the full control effect; nearly all actives have a fitted effect of over 60% in size
#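 In this cell-based reporter format, copper sulfate (700 uM final) drives Gal4–ROR gamma fusion expression from a metallothionein promoter in Drosophila Schneider cells; compounds preincubated 1 hr, reporter read after 20 hr at ambient temperature.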
# Mito fusion yeast: blocks mitochondrial division or promotes mitochondrial fusion. 320,000 tested, 0.23% active. S. cerevisiae fusion-defective mutant growth rescue, CellTiterGlo 48 h. Potency, µM (doses to about 46.1 µM), for inactives: at the highest dose growth rescue (activation), hits mostly activators;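 note: potency is the fitted concentration of half-maximal effect; % of control where 0% means no effect; nearly all actives have a fitted effect of over 45% in size; temperature-sensitive fusion mutants such as fzo1-1 at 37 °C on non-fermentable ethanol glycerol medium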
#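 Read-out: ATP-based luminescence (CellTiterGlo, 10 min ambient) reporting growth of fusion-defective ts yeast after 48 hours at 37C on glycerol/ethanol YPEG medium in the presence of compound.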
# NPC1 promoter act: NPC1 promoter activation. Huh7 NPC1 promoter luciferase reporter, 24 h. Potency, µM (highest dose often 9.22 µM), inactives show at the highest dose activation, usual class: activators. 320,000 tested, 2.4% active;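 note: potency is the fitted concentration of half-maximal effect; % of control where 0% means no effect; nearly all actives have a fitted effect of over 60% in size; reporter is driven by a mutant NPC1 promoter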
#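 Huh7 reporter cells (NPC1 promoter driving luciferase) are dosed with compound for 24 h at 37 °C, 5% CO2; luciferase detection reagent is then added and luminescence measured after 10 min at ambient temperature.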
# MBNL1-CUG inh: blocks human MBNL1 binding to CUG repeat RNA | TR-FRET MBNL1-His/biotin-(CUG)12 binding, 665/545 ratio | 280,000 tested, 0.036% active | Q9NR56 | Potency, µM (doses to about 57.5 µM), for the others: top-dose activity change, negative = inhibition, usual class: inhibitors; active = well fitted inhibition curve with a large enough effect in the signal ratio, with a control signal flat, not every such curve was filed as active; inconclusive = small, poorly fitted or top-dose-only effect, or effect the other way, or a change in a side signal; inactive = no such curve, though single readings can be large or run the other way; the % refers to the signal ratio; note: potency is the fitted concentration of half-maximal effect; % is set by controls: 0 for no effect and ±100 for the full control effect
# Target sequence (Q9NR56 whole entry, looked up): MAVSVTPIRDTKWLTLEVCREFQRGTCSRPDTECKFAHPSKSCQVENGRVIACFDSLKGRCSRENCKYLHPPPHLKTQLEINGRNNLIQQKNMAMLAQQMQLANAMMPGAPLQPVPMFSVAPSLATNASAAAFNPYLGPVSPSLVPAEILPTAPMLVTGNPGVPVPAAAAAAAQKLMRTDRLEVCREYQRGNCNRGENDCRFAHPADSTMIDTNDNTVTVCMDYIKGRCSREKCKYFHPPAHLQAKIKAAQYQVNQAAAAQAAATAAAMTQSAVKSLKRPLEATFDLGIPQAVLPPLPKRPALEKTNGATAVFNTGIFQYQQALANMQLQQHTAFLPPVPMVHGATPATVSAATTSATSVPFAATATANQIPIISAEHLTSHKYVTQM
#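 His-tagged MBNL1 binding to biotinylated (CUG)12 RNA was measured by TR-FRET using terbium anti-His antibody (0.055 ng/ul final) and streptavidin-XL665 (5 nM final). Compounds were titrated 92 nM to 58 uM; 60 min at room temperature.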
# Menin-MLL TR inh: menin-MLL binding inhibition, Texas Red mutant peptide; O00255; Menin + Texas Red MLL mutant peptide, fluorescence polarization; Potency, µM (highest dose often 61.6 µM), inactives show at the top dose FP activity change, negative = inhibition, most hits filed as inhibitors; 270,000 tested, 0.23% active; active = well fitted inhibition curve with a large enough effect in the polarisation, with a control signal flat, not every such curve was filed as active; inconclusive = small, poorly fitted or top-dose-only effect, or effect the other way, or a change in a side signal; inactive = no such curve, though single readings can be large or run the other way; the % refers to the polarisation; note: potency is the fitted concentration of half-maximal effect; % of control where 0% means no effect; many of its hits are not listed in these tables
# Target sequence (O00255 whole entry, looked up): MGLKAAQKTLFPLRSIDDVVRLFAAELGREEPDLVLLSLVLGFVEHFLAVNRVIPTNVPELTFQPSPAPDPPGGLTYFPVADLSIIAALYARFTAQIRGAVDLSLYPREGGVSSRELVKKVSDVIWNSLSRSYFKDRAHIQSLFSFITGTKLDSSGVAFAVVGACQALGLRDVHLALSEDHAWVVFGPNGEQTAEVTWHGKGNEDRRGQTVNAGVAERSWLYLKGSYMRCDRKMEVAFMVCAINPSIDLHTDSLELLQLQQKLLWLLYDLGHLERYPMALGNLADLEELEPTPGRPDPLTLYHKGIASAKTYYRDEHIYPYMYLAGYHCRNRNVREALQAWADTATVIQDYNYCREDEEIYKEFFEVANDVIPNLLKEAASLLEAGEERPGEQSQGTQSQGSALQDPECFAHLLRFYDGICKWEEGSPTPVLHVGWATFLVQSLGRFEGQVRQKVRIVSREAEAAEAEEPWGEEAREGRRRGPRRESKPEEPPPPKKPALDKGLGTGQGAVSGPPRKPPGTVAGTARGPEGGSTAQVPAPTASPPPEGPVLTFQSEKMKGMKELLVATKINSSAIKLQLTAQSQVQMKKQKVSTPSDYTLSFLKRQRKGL
# Starred values were filed as active, the others as inactive; u = inconclusive; x = no result given; & = joins results of further samples; [ ] = remark or other dose. Unless noted, calls come from the whole dose curve; as a rule, active = well fitted curve in the direction sought with a large enough effect; inconclusive = small, poorly fitted or top-dose-only effect, or another doubt; inactive = no such curve, though single readings can be large; an effect the other way counts as inactive or inconclusive. Not all compounds are listed (hit frequency here may not be typical).
SMILES,ELG1 repair inh,Rab9 prom act,PKM2 act,KCNH2 3.1 inh,Gal4-VP16 FLuc,FLuc counter,RORg inh,Mito fusion yeast,NPC1 promoter act,MBNL1-CUG inh,Menin-MLL TR inh
CCOC(=O)c1c(NC(=O)C2CCN(S(=O)(=O)c3cccs3)CC2)sc(C)c1C,-29%,-7%,-7%,-11,-17%,0%,-36%,1%,-3%,-6%,5%
Cc1cc(=O)oc2cc(NC(=O)c3c(Cl)cnn3C)ccc12,0%,23%,-7%,5,-1%,-6%,-24%,1%,30%,2%,x
Cc1cccc(NC(=S)Nc2ccc(N3CCOCC3)cc2)c1C,16%,8%,-2%,3,u,-3%,u,-3%,6%,-9%,1%
Cc1cc(/C=N/NC(=O)C(O)(c2ccccc2)c2ccccc2)c(C)n1-c1cccc(C(=O)O)c1,21%,1%,11%,1,6%,-7%,-9%,5%,0%,x,x
CN(c1ccccc1C(=O)NCC1CCCO1)S(C)(=O)=O (stereo unspecified),-1%,-4%,-15%,3,5%,-1%,1%,-5%,0%,2%,6%
COc1ccc(NC(=O)C2(S(=O)(=O)c3ccc(C)cc3)CC2)cc1,8%,1%,x,-2,-4%,1%,27%,6%,4%,1%,16%
O=C(NC1CCCN(Cc2ccccc2F)C1)c1cccs1 (stereo unspecified),5%,3%,x,4,-9%,-3%,15%,7%,0%,-3%,x
COc1ccc(C(=O)N/N=C/c2ccc(OC)c(COc3ccc(F)cc3)c2)cc1,15µM*,-2%,0%,-45,-10%,-8%,-20%,-10%,-6%,4%,4%
CCCOc1ccc(C(=O)CCN2CCN(C(=O)OCC)CC2)cc1,30%,11%,7%,-5,u,-12%,-20%,-1%,1%,-4%,-19%
COc1cccc(CNc2cc(C)ccn2)c1O,u,10%,2%,-5,0%,u,20%,1%,u,2%,5%
COc1ccc(NC(=O)Cn2nnc(-c3ccccc3NC(=O)c3ccco3)n2)cc1,u,-12%,1%,-15,u,-2%,u,-1%,-20%,-12%,u
COc1c(Br)cc([N+](=O)[O-])c(OC)c1C(=O)NC(=O)Nc1c(Cl)cccc1Cl,1%,1%,0%,-6,26%,-1%,-1%,-19%,3%,x,x
Cc1cccc(NC(=O)C2Cc3ccccc3O/C2=N\O)c1 (stereo unspecified),u,11%,x,-1,0%,-1%,-1%,2%,11%,2%,0%
CC(CC(=O)Nc1cccc(S(=O)(=O)N2CCCCC2)c1)c1ccccc1 (stereo unspecified),u,-4%,x,-5,x,0%,x,6%,-4%,x,x
CN1c2ccccc2C(O)=C(C(=S)Nc2ccccc2)S1(=O)=O,3%,-7%,-7%,-3,u,u,u,0%,-1%,-14%,u
Cc1cc(C)c2sc(NC(=O)CN3C(=O)CCC3=O)nc2c1,0%,1%,6%,-15,-8%,-20%,1%,0%,-2%,10%,x
CC(=O)Nc1ccc(N(C(=O)CNC(=O)c2ccco2)C(C(=O)NCc2ccco2)c2ccccc2F)cc1 (stereo unspecified),1%,0%,3%,-111*,-6%,-2%,2%,-1%,-6%,8%,5%
CCN(CC)CCNc1nc2cc(OC)c(OC)cc2c2nc(-c3ccccc3)nn12,u,-8%,-8%,-8,-12%,-1%,-16%,0%,-9%,-7%,x
CC1CC(C)CN(S(=O)(=O)c2ccc(C(=O)N3CCOCC3)cc2)C1 (stereo unspecified),-8%,7%,-1%,4,2%,1%,8%,1%,0%,-5%,x
Cc1ccc(Nc2ncccc2C(=O)O)cc1C,u,u,2%,-3,5%&4%,17µM*,1%&10%,7%,u,3%,u
CCOC(=O)C1CCCN(c2c(NCCN(CC)c3ccccc3)c(=O)c2=O)C1 (stereo unspecified),17%,-2%,4%,6,-22%,2%,18%,-3%,2%,-5%,-3%
O=c1c2ccccc2c(C=Nc2cccc(S(=O)(=O)NC3=NCCCCC3)c2)c(O)n1Cc1ccccc1,0%,-4%,-11%,-4,-14%,1%,11%,5%,-1%,-7%,x
COc1cc(C(=O)NCC(c2ccco2)N2CCCC2)ccc1OCc1ccccc1 (stereo unspecified),-5%,-5%,x,-14,x,2%,x,-11%,0%,x,x
O=[N+]([O-])c1ccc2nc(SCc3cn4cc(Cl)ccc4n3)[nH]c2c1,4%,-2%,12%,1,u,-1%,u,3%,8%,u,u
Cc1c(NS(=O)(=O)c2ccc(N3CCN(C)CC3)c([N+](=O)[O-])c2)c(=O)n(-c2ccccc2)n1C,-4%,-14%,-5%,1,8%,-1%,-1%,15%,0%,14%,-17%

# Another view of some results above.
molecule	ELG1 repair inh	Rab9 prom act	PKM2 act	KCNH2 3.1 inh	Gal4-VP16 FLuc	FLuc counter	RORg inh	Mito fusion yeast	NPC1 promoter act	MBNL1-CUG inh	Menin-MLL TR inh
Cc1ccc(Nc2ncccc2C(=O)O)cc1C	u	u	2%	-3	5%&4%	17µM*	1%&10%	7%	u	3%	u
CCOC(=O)C1CCCN(c2c(NCCN(CC)c3ccccc3)c(=O)c2=O)C1 (stereo unspecified)	17%	-2%	4%	6	-22%	2%	18%	-3%	2%	-5%	-3%

# (more compounds)
SMILES,ELG1 repair inh,Rab9 prom act,PKM2 act,KCNH2 3.1 inh,Gal4-VP16 FLuc,FLuc counter,RORg inh,Mito fusion yeast,NPC1 promoter act,MBNL1-CUG inh,Menin-MLL TR inh
CC1CC(C)CN(C(=O)CSc2nnc(-c3ccc(Cl)s3)o2)C1 (stereo unspecified),2%,-5%,-14%,-5,-13%,-6%,1%,-1%,-1%,12%,-5%
CCCCOc1ccc(C(=O)N2CCN(c3ncccn3)CC2)cc1,u,3%,2%,-15,-3%,2%,-2%,-1%,1%,-18%,-21%
Cc1nc(NC(=O)CSc2nccn2C)sc1C(=O)N(C)C,u,26%,0%,18,-8%,-1%,3%,1%,26%,-2%,x
COc1cc(C(=O)Oc2ccccc2N)cc(OC)c1OC,-4%,2%,1%,-6,-1%,-8%,-3%,-8%,5%,6%,-7%
Cc1csc(NC(=O)Cc2ccccc2[N+](=O)[O-])n1,23%,3%,0%,-3,3%,-1%,-5%,-6%,-4%,u,4%
NC(=O)c1ccc(-n2nnnc2SCC(=O)NC2CCCCC2)cc1,u,8%,0%,10,-1%,-3%,10%,5%,1%,-5%,-4%
Cn1cc(Br)c(-c2cccc(N3C(=O)CCCC3=O)c2)n1,-9%,1%,2%,-10,-1%,8%,-1%,0%,-3%,x,x
Cc1ccc(NC(=O)CSc2ncc3ccccn23)cc1C,u,24%,16%,10,-2%,u,25%,-2%,20%,9%,18%
Cc1cc(S(=O)(=O)N2CCOCC2)ccc1OCC(=O)N1CCCC1,11%,0%,1%,-6,2%,-1%,-14%,-1%,1%,1%,-2%
FC(F)(F)c1nc(N2CCN(c3ccccc3)CC2)nc2c1CCCCC2,0%,-2%,-5%,5,x,-1%,-35%[0.365 µM],14%,0%,-1%,-9%
CCc1c(C)nc(N2CCN(c3cccc(OC)c3)CC2)[nH]c1=O,-12%,-4%,1%,7,1%,0%,35%,8%,-7%,0%,-7%
O=C(Nc1cc([N+](=O)[O-])ccc1O)c1cccc(C(=O)Nc2cc([N+](=O)[O-])ccc2O)c1,0%,0%,0%,-17,-1%,u,22%,3%,3%,2%,u
Cc1cc(C)cc(OCc2nc(-c3cccnc3)no2)c1,20%,-3%,-5%,-4,2%,-12%,2%,6%,-3%,-12%,-10%
O=C(NC1CC1)C1CCN(Cc2cnn(-c3ccccc3)c2-n2cccc2)CC1,-6%,1%,-4%,x,19%,2%,5%,2%,1%,-3%,7%
COc1ccccc1C(=O)NC(CCSC)C(=O)NCC(c1cccs1)N(C)C (stereo unspecified),-4%,3%,x,6,x,0%,x,3%,-1%,x,x
CCCCn1c(N)c(N(CC(C)C)C(=O)c2ccc3c(c2)NC(=O)C(C)S3)c(=O)[nH]c1=O (stereo unspecified),-3%,7%,4%,-3,-9%,5%,5%,-1%,0%,8%,x
CNC(=O)N1c2ccccc2CCc2ccccc21,-2%,-3%,7%,-3,8%,3%,6%,0%,-5%,-3%,-8%
